Source: PubChem BioAssay (National Center for Advancing Translational Sciences (NCATS))
Epigenetic reg – epigenetic control regulation, reporter derepression; murine LDR cells, GFP reporter derepression, 30 h; Potency, µM (titrated, usually from 53.9 µM), inactives show top-dose GFP activation, most hits filed as activators; 0.2% of 280,000 active; AID 1865; note: potency is the fitted concentration of half-maximal effect; % of control where 0% means no effect; nearly all actives have a fitted effect of over 60% in size
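Murine LDR cells carrying a silenced, genomically integrated CMV-driven GFP reporter were exposed to compound for 30 hours at 37 C. After PBS washes, GFP-positive cells (20–120 um objects) were counted by laser-scanning microplate cytometry.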
IMPase Li cell – IMPase inhibition in cells with lithium potentiation; CHO-M1 cells, IP1 TR-FRET (IP-One), carbachol + lithium; Potency, µM (doses to about 59.4 µM), inactives show at the highest dose activity, negative = IMPase inhibition, most hits filed as inhibitors; 0.35% of 210,000 active; AID 1457;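 note: IP1 builds up when IMPase is blocked and the TR-FRET signal falls; potency is the fitted concentration of half-maximal effect; plate controls were basal vehicle for no effect and high inhibitor control for full effect; nearly all actives have a fitted effect of over 50% in size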
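CHO cells stably expressing M1 receptor (2000/well, cultured 16–30 h) treated 30 min at 37C with compound plus low lithium. Cytosolic IP1 by TR-FRET (665/620 ratio and 620 channel) after 10 min lysis; AC50 by Hill fit.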
Luc counter – blocks Kinase-Glo luciferase, a counter-screen artifact | 0.28% of 200,000 active | Kinase-Glo luciferase, ATP luminescence, 8 min | Q27757 | Potency, µM (highest dose often 38.3 µM), inactives show top-dose activity change, negative = inhibition, hits mostly inhibitors; note: potency is the fitted concentration of half-maximal effect; % is set by controls: 0 for no effect and ±100 for the full control effect; nearly all actives have a fitted effect of over 60% in size
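Light output from Kinase-Glo luciferase with luciferin and 10 uM ATP in 50 mM imidazole pH 7.2, KCl, MgCl2, Tween 20, BSA; compound pin-delivered, 8-min ambient incubation, then luminescence read.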
CBFb-RUNX1 inh – CBF-beta/RUNX1 interaction disruption; Potency, µM (titrated, usually from 59.8 µM), without a hit: top-dose activity, negative = inhibition, usual class: inhibitors; 230,000 tested, under 10 active; AlphaScreen CBFb-His/RUNX1-biotin binding, biochemical; Q01196+Q13951; note: % of control where 0% means no effect
Target sequence (Q01196 whole entry, looked up): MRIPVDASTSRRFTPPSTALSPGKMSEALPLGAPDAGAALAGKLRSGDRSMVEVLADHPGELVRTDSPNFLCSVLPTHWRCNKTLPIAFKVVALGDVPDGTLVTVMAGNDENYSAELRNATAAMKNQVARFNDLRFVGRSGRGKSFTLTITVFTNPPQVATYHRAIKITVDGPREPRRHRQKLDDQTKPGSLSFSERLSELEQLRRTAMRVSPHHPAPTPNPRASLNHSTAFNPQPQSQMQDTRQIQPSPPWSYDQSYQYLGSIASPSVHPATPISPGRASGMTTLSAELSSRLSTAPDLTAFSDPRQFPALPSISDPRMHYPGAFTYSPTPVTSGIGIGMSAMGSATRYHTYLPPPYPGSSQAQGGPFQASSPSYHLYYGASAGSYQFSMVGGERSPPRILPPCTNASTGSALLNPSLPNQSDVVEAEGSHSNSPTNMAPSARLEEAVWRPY
Target sequence (Q13951 whole entry, looked up): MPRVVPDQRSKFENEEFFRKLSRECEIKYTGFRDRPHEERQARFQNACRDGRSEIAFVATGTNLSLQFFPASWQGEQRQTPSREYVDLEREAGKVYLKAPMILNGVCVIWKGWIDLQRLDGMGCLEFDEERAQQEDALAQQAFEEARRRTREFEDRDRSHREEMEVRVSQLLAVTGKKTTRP
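CBFb-His/RUNX1-biotin, 30 nM each, preincubated 20 min RT; compound 15 min RT; Ni + streptavidin beads 50 ng each, 90 min RT; AlphaScreen read.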
LMNA splice mod – changes lamin A minigene splicing in HeLa cells; HeLa LMNA splicing GFP/RFP minigene ratio, 48 h; Potency, µM (titrated, usually from 46.1 µM), inactives show at the highest dose ratio change, negative = inhibition, actives largely listed as inhibitors; 0.01% of 200,000 active; active = well fitted inhibition curve with a large enough effect in the signal ratio, with a control signal flat, not every such curve was filed as active; inconclusive = small, poorly fitted or top-dose-only effect, or effect the other way, or a change in a side signal; the % refers to the signal ratio; note: potency is the fitted concentration of half-maximal effect; % is set by controls: 0 for no effect and ±100 for the full control effect
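S3 HeLa stable clones carrying a lamin A-EGFP splicing minigene plus DsRed2 were seeded at 600 cells/well in Opti-MEM with 2% FBS, pin-dosed and incubated 48 h at 37°C. Acumen cytometry (488 nm) gave the GFP/RFP total-intensity ratio.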
aGal spleen mod – inhibitors or activators of human alpha-galactosidase in spleen homogenate. human spleen homogenate, 4MU-alpha-Gal fluorescence, 40 min. 0.008% of 240,000 active. AID 2107. Potency, µM (highest dose often 80 µM), inactives show at the top dose activity change, negative = inhibition, most hits filed as inhibitors;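 note: potency is the fitted concentration of half-maximal effect; 0% = enzyme with vehicle and -100% = no enzyme basal signal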
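qHTS titration in buffer at pH 5.0. Alpha-galactosidase activity in spleen homogenate was measured via 4-methylumbelliferone release from 1 mM fluorogenic substrate after 40 min at 37C and a pH 10 stop. AC50 came from Hill fits of control-normalized data.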
NPSR antag – neuropeptide S receptor (human) antagonism, cAMP; Q6W5P4; CHO-NPSR cells, cAMP TR-FRET, antagonist mode; Potency, µM (series often up to 38.3 µM), without a hit: at the highest dose activity change, negative = inhibition, actives largely listed as inhibitors; 1% of 220,000 active; AID 1461; note: potency is the fitted concentration of half-maximal effect; % is set by controls: 0 for no effect and ±100 for the full control effect; nearly all actives have a fitted effect of over 50% in size; many of its hits are not listed in these tables
Target sequence (Q6W5P4 whole entry, looked up): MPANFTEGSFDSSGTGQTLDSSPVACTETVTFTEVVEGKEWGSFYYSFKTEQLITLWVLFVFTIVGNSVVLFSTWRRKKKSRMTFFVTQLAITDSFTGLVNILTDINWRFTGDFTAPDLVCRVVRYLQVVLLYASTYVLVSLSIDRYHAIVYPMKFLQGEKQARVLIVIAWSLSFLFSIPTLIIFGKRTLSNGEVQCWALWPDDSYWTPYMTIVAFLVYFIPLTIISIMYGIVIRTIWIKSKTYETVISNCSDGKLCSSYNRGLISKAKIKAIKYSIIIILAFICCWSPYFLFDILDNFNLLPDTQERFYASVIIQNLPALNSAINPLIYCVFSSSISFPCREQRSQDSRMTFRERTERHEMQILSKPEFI
* hit, by the source's call; ? = inconclusive; · = not tested or not shown; & = joins results of further samples; [ ] = another dose, or the depositor's remark. Unless noted, calls come from the whole dose curve; as a rule, active = well fitted curve in the direction sought with a large enough effect; inconclusive = small, poorly fitted or top-dose-only effect, or another doubt; inactive = no such curve, though single readings can be large; an effect the other way counts as inactive or inconclusive. A portion of the library; rates above refer to the full screens.

[1] CCn1c2ccccc2c2cc(C3C(C#N)=C(N)OC4=C3C(=O)CC(C)(C)C4)ccc21 (centres undefined)
[2] O=C(Cc1ccccc1)NNC1CC(=O)N(c2ccc(Cl)cc2)C1=O (centres undefined)
[3] O=C1CC(=C(c2ccccc2)c2ccccc2)C(=O)N1CCCN1CCN(c2cccc(Cl)c2)CC1
[4] CC(C)(C)c1ccc(S(=O)(=O)Nc2ccc(Cc3ccncc3)cc2)cc1
[5] CNS(=O)(=O)c1cnccc1N1CCN(C)CC1
[6] CC(C)CNC(=O)COC(=O)c1c2c(nc3ccccc13)/C(=C/c1cccs1)CC2
[7] C(=N\N1CCN(Cc2ccccc2)CC1)/c1ccc(-c2ccccc2)cc1
[8] CC(C)=CC(=O)OCC(=O)Nc1cc(C)ccc1C

assay / compound,1,2,3,4,5,6,7,8
CBFb-RUNX1 inh,-3%,2%,-16%,9%,15%,?,-3%,3%
aGal spleen mod,-12%,3%,0%,0%,-6%,6%,0%,5%
IMPase Li cell,-2%[38.3 µM],5%,13%[38.3 µM],22%,-1%,·,1%,2%
Epigenetic reg,-1.8%,-3.3%,-0.7%,-1.3%,8.2%,-0.9%,0.0%,-2.5%
NPSR antag,5%[46.1 µM],7%,-22%[46.1 µM],?,7%,-24%[46.1 µM],4%,3%
Luc counter,-2%,1%,-1%,-2%,-2%,·,1%,-1%
LMNA splice mod,-10%,10%[46 µM],?,?,-9%,?,5%[46 µM],-11%[46 µM]

[9] Cc1c(C(=O)OCCOc2ccccc2)[nH]c2c1C(=O)CCC2
[10] C/C(=N\NC(=O)C(C)Nc1cccc(Cl)c1)c1ccc([N+](=O)[O-])cc1 (centres undefined)
[11] Cc1cc2oc(C(=O)Nc3ccc(S(=O)(=O)N4CCCC(C)C4)cc3)cc(=O)c2cc1Cl (centres undefined)
[12] CN(Cc1ccc(F)cc1)C(=O)COc1ccccc1-c1ccccc1
[13] COC(=O)c1ccc(NC(=O)C2CC(=O)N(c3cc(C)ccc3C)C2)cc1 (centres undefined)
[14] NNC(=O)c1ccc(COc2ccc3ccccc3c2)o1
[15] CCOC(=O)C1CCN(C(=O)c2ccc(NS(=O)(=O)c3ccc(F)cc3C)cc2)CC1
[16] CC1=NC(C(F)(F)F)(C(F)(F)F)C2=C(CC(C)(C)CC2=O)N1Cc1ccco1

assay / compound,9,10,11,12,13,14,15,16
CBFb-RUNX1 inh,0%,-3%,11%,4%,8%,-8%,3%,-7%
aGal spleen mod,0%,3%,-18%,-1%,-28%,3%,5%,18%
IMPase Li cell,27%[38.3 µM],-3%,-1%,·,1%,·,-8%,1%[38.3 µM]
Epigenetic reg,-1.0%,4.5%,2.5%,1.0%,0.9%,1.0%,0.0%,0.7%
NPSR antag,-17%[46.1 µM],-24%,-13%,-6%[46.1 µM],-4%[46.1 µM],-11%,-34%,-12%[46.1 µM]
Luc counter,-4%,-1%,-1%,·,-4%,·,4%,-2%
LMNA splice mod,?,12%,-8%,?,-15%,·,·,1%

[17] CC(=O)c1ccc(NC(=O)C2(S(=O)(=O)c3ccccc3)CC2)cc1
[18] CC(C)OC(=O)c1ccc(NC(=O)c2ccco2)cc1
[19] Cc1cccc2c(=O)cc(C)n(CC(=O)N3CCOCC3)c12
[20] COc1ccc(/C=c2\sc3nc(=O)c(C)nn3c2=O)c(OC)c1
[21] COc1ccc(C2CC(c3c(-c4ccccc4)c4cc(Cl)ccc4[nH]c3=O)=NN2S(C)(=O)=O)cc1 (centres undefined)
[22] CCn1c(SCC(=O)c2ccccc2)nnc1-c1ccoc1C
[23] Cc1ccc(NC(=O)CN(C)C(=O)CSc2nnnn2C)cc1
[24] COc1cccc(C(=O)O/N=C(\C)c2cnccn2)c1

assay / compound,17,18,19,20,21,22,23,24
CBFb-RUNX1 inh,7%,-6%,2%,-3%,-2%,6%,10%,6%
aGal spleen mod,8%,3%,4%,4%,7%,-19%,4%,-3%
IMPase Li cell,13%,24%[38.3 µM],-20%[38.3 µM],-5%,30%[38.3 µM],4%[38.3 µM],·,1%
Epigenetic reg,1.4%,-1.1%,-0.7%,?,?,7.0%,-0.3%,-0.7%
NPSR antag,8%,-20%[46.1 µM],2%[46.1 µM],8%,-23%[46.1 µM],-7%[46.1 µM],-21%,-19%
Luc counter,2%,-4%,-3%,2%,-5%,-2%,·,-5%
LMNA splice mod,-2%[46 µM],-2%,-7%,-15%[46 µM],9%,6%,·,·

Structures from the list above that contain four or more nitrogen atoms, in the order listed:
[5] CNS(=O)(=O)c1cnccc1N1CCN(C)CC1
[10] C/C(=N\NC(=O)C(C)Nc1cccc(Cl)c1)c1ccc([N+](=O)[O-])cc1 (centres undefined)
[23] Cc1ccc(NC(=O)CN(C)C(=O)CSc2nnnn2C)cc1

assay / compound,5,10,23
CBFb-RUNX1 inh,15%,-3%,10%
aGal spleen mod,-6%,3%,4%
IMPase Li cell,-1%,-3%,·
Epigenetic reg,8.2%,4.5%,-0.3%
NPSR antag,7%,-24%,-21%
Luc counter,-2%,-1%,·
LMNA splice mod,-9%,12%,·

Additional entries:
[25] COc1ccc(OCCNc2c([N+](=O)[O-])c(=O)oc3ccccc23)cc1
[26] Brc1ccc(-c2nnc3ccc(N4CCN(c5ccccc5)CC4)nn23)cc1
[27] CCCCCC(=O)NNC(=S)NC(=O)c1ccc([N+](=O)[O-])cc1
[28] Cc1sc2ncnc(NCc3cccnc3)c2c1C
[29] COc1ccc(N/C=C\C(=O)c2ccc(C)cc2)cc1OC
[30] O=C(CCN1CCN(c2ccccc2)CC1)Nc1nccs1
[31] CC1(C)CC(C(CC(=O)N2CCCC2)Cc2ccccc2)CCO1 (centres undefined)
[32] CCc1ccc(-c2nc(CN3CCC(C(=O)NCCc4ccc(OC)c(OC)c4)CC3)c(C)o2)cc1

assay / compound,25,26,27,28,29,30,31,32
CBFb-RUNX1 inh,-8%,-1%,-5%,-2%,-3%,3%,-3%,-3%
aGal spleen mod,-1%,2%,-6%,-1%,-1%,2%,-9%,10%
IMPase Li cell,10%,-14%[38.3 µM],2%,15%,6%,-5%[38.3 µM],·,7%[38.3 µM]
Epigenetic reg,-0.2%,-2.0%,-1.5%,-2.1%,11%,0.0%,5.3%,-0.1%
NPSR antag,-16%,-5%[46.1 µM],5%,23%,4%,-10%[46.1 µM],-14%,-6%[46.1 µM]
Luc counter,0%,-7%,-1%,2%,1%,2%,·,-5%
LMNA splice mod,1%[46 µM],3%,?,·,?,-29%,-4%[46 µM],?

[33] COc1ccc(N2C(=O)c3ccccc3NC2(C)C)cc1
[34] NS(=O)(=O)c1ccc(N2N=C(c3ccccc3)CC2c2ccccc2)cc1 (centres undefined)
[35] COc1cccc(N2CCN(C(=O)/C=C/c3ccco3)CC2)c1
[36] COc1ccc(CNC(=O)c2noc3c2CCCCC3)cc1
[37] Cc1ccc(-c2nnc3n2N=C(c2ccccc2)CS3)cc1
[38] Cn1c(N)c(C(=O)COC(=O)c2cc(-c3ccccc3)nc3ccccc23)c(=O)n(Cc2ccccc2)c1=O
[39] O=C/C(=C\Nc1ccc(Cl)cn1)c1nc2ccccc2o1
[40] CCN(CC)CCCNC(=O)c1nn(-c2ccc(OC)cc2OC)c(=O)c2ccccc12

assay / compound,33,34,35,36,37,38,39,40
CBFb-RUNX1 inh,-1%,?,-18%,5%,4%,-7%,-4%,4%
aGal spleen mod,4%,?,-4%,-8%,-3%,1%&-1%,0%,4%
IMPase Li cell,1%,-13%,8%,4%[38.3 µM],15%,-10%&5%,5%,28%[38.3 µM]
Epigenetic reg,-0.1%,2.3%,-1.4%,5.4%,0.0%,-0.1%&-3.1%,1.6%,-1.1%
NPSR antag,15%,-5%,-23%,-13%[46.1 µM],-16%,-8%,?,18%[46.1 µM]
Luc counter,0%,1%,0%,8%,2%,-1%&14%,3%,-1%
LMNA splice mod,-5%[46 µM],-15%,17%[46 µM],4%,?,-2%,-8%,14%

Molecules shown so far containing a thiophene ring, fused or not, in the order listed:
[6] CC(C)CNC(=O)COC(=O)c1c2c(nc3ccccc13)/C(=C/c1cccs1)CC2
[28] Cc1sc2ncnc(NCc3cccnc3)c2c1C

assay / compound,6,28
CBFb-RUNX1 inh,?,-2%
aGal spleen mod,6%,-1%
IMPase Li cell,·,15%
Epigenetic reg,-0.9%,-2.1%
NPSR antag,-24%[46.1 µM],23%
Luc counter,·,2%
LMNA splice mod,?,·

(continued)
[41] CNC(=O)C12CC3CC(CC(Cl)(C3)C1)C2
[42] O=C(CN1CCCCC1)Nc1nnc(-c2ccccc2)s1
[43] COc1cc(NC2=CC(=O)CC(C)(C)C2)cc(OC)c1OC
[44] COc1cc(C(=O)OCC(=O)NCc2ccco2)cc(OC)c1OC
[45] Cc1cccc(-n2c(SCC(=O)NCc3ccco3)nc3ccccc3c2=O)c1
[46] Cc1cc(F)c(F)cc1C(=O)N1CCCC1
[47] CCO[C@@H]1OC(C(=O)N2CCN(Cc3ccc4c(c3)OCO4)CC2)=C[C@H](c2cn(C(C)=O)c3ccccc23)[C@H]1CCCO
[48] COc1ccc(N2CCN(S(=O)(=O)c3ccc(OC)cc3)CC2)cc1

assay / compound,41,42,43,44,45,46,47,48
CBFb-RUNX1 inh,7%,6%,5%,-11%,-6%,-10%,-3%,-16%
aGal spleen mod,13%,6%,8%,7%,-1%,11%,0%,-2%
IMPase Li cell,-8%,-3%[38.3 µM],1%[38.3 µM],-2%[38.3 µM],-3%[38.3 µM],6%,5%,-2%
Epigenetic reg,0.0%,4.0%,-1.0%,-1.2%,-1.6%,1.1%,0.2%,-2.0%
NPSR antag,16%,20%[7.67 µM],-9%[46.1 µM],0%[7.67 µM],-3%[46.1 µM],-7%,46%,-11%[46.1 µM]
Luc counter,-2%,-6%,-1%,-8%,14%,0%,·,-1%
LMNA splice mod,-7%,-5%,2%,2%,-27%,·,·,?
